# hERG rescue – compounds protecting human hERG from proarrhythmic drug block; activation (rescue from dofetilide block), less the hit threshold, % at 10 µM; CHO-hERG, FluxOR thallium flux, dofetilide IC70 present; AID 1511; actives 0.51% (n = 310,000); Q12809;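 active = activation above the mean of controls blocked by dofetilide plus 5 SD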;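 note: thallium influx through hERG after potassium depolarization seen as dye fluorescence rise; in these data hits start at about 4.7%; inactives centre near -7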
# KCNQ1 inh – blocks the human KCNQ1 potassium channel; P51787; CHO-K1 KCNQ1, FluxOR thallium flux fluorescence; hits give high values; B-score at 10 µM; actives 1.3% (n = 310,000);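 active = compounds whose thallium flux B-score, printed positive for inhibition, exceeds three library SD while starting fluorescence stays within three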;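 note: channel opened by potassium depolarization with thallium stimulus after 20 min compound exposure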
# Target sequence (P51787 whole entry, looked up): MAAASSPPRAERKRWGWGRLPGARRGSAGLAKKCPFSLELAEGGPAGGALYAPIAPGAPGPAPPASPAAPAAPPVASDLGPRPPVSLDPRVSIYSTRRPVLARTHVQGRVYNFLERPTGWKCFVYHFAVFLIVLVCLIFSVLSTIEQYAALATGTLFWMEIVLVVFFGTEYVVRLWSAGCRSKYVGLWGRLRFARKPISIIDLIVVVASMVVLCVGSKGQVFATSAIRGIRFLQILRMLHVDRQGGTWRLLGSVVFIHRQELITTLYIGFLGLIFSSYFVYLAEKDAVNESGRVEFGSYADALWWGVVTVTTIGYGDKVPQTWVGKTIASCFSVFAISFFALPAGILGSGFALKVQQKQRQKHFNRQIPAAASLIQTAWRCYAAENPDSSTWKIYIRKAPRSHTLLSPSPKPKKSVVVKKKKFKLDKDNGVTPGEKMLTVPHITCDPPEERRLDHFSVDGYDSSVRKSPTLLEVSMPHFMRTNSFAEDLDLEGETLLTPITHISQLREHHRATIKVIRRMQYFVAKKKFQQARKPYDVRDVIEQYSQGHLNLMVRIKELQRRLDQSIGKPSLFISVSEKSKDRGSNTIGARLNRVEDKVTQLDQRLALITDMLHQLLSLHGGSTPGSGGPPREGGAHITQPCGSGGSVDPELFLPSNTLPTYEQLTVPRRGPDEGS
# TMEM16A act – activators or potentiators of mouse TMEM16A chloride channel. Q8BHY3. actives 0.3% (n = 340,000). B-score at 10 µM. AID 623877. HEK293 TMEM16A/YFP-H148Q/I152L, iodide quench fluorescence; hits give low values;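 active = fluorescence-ratio B-score plate-corrected deviation score at least 3 library SD below zero, with starting fluorescence score within 5 deviations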;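 note: channel opened by trigger with iodide after compound preincubation; score built on the fluorescence ratio of max minus min over baseline; more negative score means more quench and so TMEM16A activation or potentiation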
# RGS4 pot – potentiators or activators of RGS4 | actives 0.92% (n = 310,000) | HEK293 M3R/inducible RGS4, carbachol calcium flux Fluo4; hits give low values | B-score at 10 µM;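 active = B-score of the integrated calcium signal more than 4 SD below the library mean, with starting fluorescence not abnormally high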;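 note: negative B-score means reduced calcium response which marks RGS4 activation or potentiation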
#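 test system = M3R-expressing HEK293 line, RGS4 induced by doxycycline | probe or stimulus = carbachol at ECmax as muscarinic agonist stimulus | timing = dye loading 30 min 37 °C, buffer rest 30 min RT | signal = calcium dye Fluo4 fluorescence | evaluation = B score from integrated fluorescence ratio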
# MrgX1 PAM – human MrgX1 positive allosteric modulation, primary screen. Q96LB2. MrgX1-HEK293, Fluo-4 calcium flux, FDSS; hits give high values. B-score at 10 µM. actives 0.63% (n = 310,000);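 active = plate-corrected calcium response at least 3 library SD above typical, normal starting fluorescence, not activating the receptor alone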;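 note: compound read alongside a low EC10 to EC30 dose of BAM8-22 agonist; peak minus trough fluorescence over baseline measured at the second addition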
# KCNK3 inh – human KCNK3 channel inhibition, primary screen. CHO-KCNK3 thallium flux, FluxOR fluorescence; hits give low values. B-score at 10 µM. actives 0.84% (n = 340,000);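 active = B-score under library mean minus 4 SD, starting fluorescence ratio at most library mean plus 5 SD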;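 note: more negative B-score means stronger inhibition of thallium flux through KCNK3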
# Target sequence (O14649 whole entry, looked up): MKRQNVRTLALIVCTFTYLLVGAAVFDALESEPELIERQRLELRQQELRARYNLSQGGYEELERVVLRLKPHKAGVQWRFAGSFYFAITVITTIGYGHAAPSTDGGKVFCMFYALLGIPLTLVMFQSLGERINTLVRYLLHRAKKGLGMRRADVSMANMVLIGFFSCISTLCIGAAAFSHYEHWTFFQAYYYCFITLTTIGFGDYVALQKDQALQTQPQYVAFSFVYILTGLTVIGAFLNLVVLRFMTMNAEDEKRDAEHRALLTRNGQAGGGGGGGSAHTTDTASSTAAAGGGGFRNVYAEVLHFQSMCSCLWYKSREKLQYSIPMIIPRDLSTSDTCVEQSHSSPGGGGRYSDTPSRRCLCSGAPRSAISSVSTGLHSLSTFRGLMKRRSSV
# KCNQ1 pot – human KCNQ1 channel potentiation or activation; P51787; CHO-K1 KCNQ1, thallium flux FluxOR fluorescence; hits give high values; B-score at 10 µM; actives 0.35% (n = 310,000); AID 2648;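 active = fluorescence ratio B-score, a plate-corrected score, at least three library SD, with initial intensity B-score within 5 SD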
#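 Doses: Single concentration per compound, DMSO matched to controls | Test system: KCNQ1-transfected CHO-K1 cells | Timing: 90 min dye loading and 20 min compound exposure, both at room temperature | Measured by: Kinetic FluxOR thallium fluorescence, 10-s 1-Hz baseline, 110-s post-stimulus read | Medium: Assay buffer with matched DMSO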
# MrgX1 agonist – activates human MrgX1 receptor signaling. Q96LB2. MrgX1-HEK293 cells, Fluo-4 calcium fluorescence, agonist mode; hits give high values. B-score at 10 µM. actives 0.44% (n = 310,000);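 active = calcium response B-score plate-corrected fluorescence ratio at least 3 library SD, with starting fluorescence B-score inside 5 SD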
#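 Material: HEK293 cells stably expressing human MrgX1 receptor | Quantity: 15,000 cells per well | Times: Cells plated overnight, dye loaded 0.5 h 37 °C, 0.5 h room temperature | Measured by: Kinetic Fluo-4 NW fluorescence of intracellular calcium | Control set: Positive and negative controls per plate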
# TMEM16A inh – inhibitors of mouse TMEM16A calcium-activated chloride channel; normalized B-score (activity score, 25-100; higher = stronger inhibition) at 10 µM; Q8BHY3; HEK293 TMEM16A/YFP iodide influx fluorescence, ionomycin; actives 1.2% (n = 310,000);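 active = ratio plate-corrected score three or more library SD toward inhibition, starting fluorescence score within five deviations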;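 note: score derived from kinetic fluorescence span divided by baseline fluorescence per well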
# RGS4 block – inhibitors of human RGS4; P49798; HEK293 M3R/RGS4 inducible, Fluo-4 calcium flux; hits give high values; triggered by carbachol at its EC20; B-score at 10 µM; actives 0.45% (n = 310,000); AID 463165;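 active = B-score, a plate-corrected calcium signal, over three deviations above library mean, with baseline fluorescence within five deviations of library mean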;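 note: RGS4 expression induced by doxycycline in cells with stable M3 receptor; B-score is computed from the integrated fluorescence ratio over baseline after carbachol; higher B-score means a larger calcium signal and so more RGS4 inhibition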
# KCNK9 block – blocks the human KCNK9 two-pore domain potassium channel. Q9NPC2. HEK293 KCNK9, FluxOR thallium flux fluorescence; hits give low values. B-score at 10 µM. actives 1.2% (n = 310,000). AID 488922;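 active = ratio B-score over 3 SD below the library mean, with starting fluorescence within 5 SD of its mean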;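 note: negative B-score means less thallium flux so channel inhibition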
# * marks the source's active call; other numbers are inactive results; i = inactive; . = not tested or not shown.
SMILES,hERG rescue,KCNQ1 inh,TMEM16A act,RGS4 pot,MrgX1 PAM,KCNK3 inh,KCNQ1 pot,MrgX1 agonist,TMEM16A inh,RGS4 block,KCNK9 block
Cc1cccn2cc(-c3cccc(S(=O)(=O)N4CCCCC4)c3)nc12,-8,i,i,i,i,i,i,i,i,i,i
O=c1c(Cc2ccc(Cl)cc2)c(O)ccn1Cc1ccncc1,-10,i,i,i,i,i,i,i,i,i,i
CCN(CC)c1ccc(CC(=O)NC(C)Cc2ccccc2)cc1 (stereo not drawn),-5,i,i,i,i,i,i,i,i,i,i
Cc1nc(C(F)(F)F)c(C(=O)N/N=C(\N)c2cccnc2)s1,-4,i,i,i,i,i,i,i,i,i,i
Cc1nc(Cc2ccc(OC(C)C)cc2)[nH]c(=O)c1CC(=O)O,-11,i,i,i,i,i,i,i,i,i,i
Cc1ccccc1-n1cc(CNC(=O)CCc2nnc(CCc3ccccc3)o2)cn1,-6,i,i,i,i,i,i,i,i,i,i
CCC(CC)NC(=O)C1CCN(S(=O)(=O)c2cccs2)CC1,-5,i,i,i,i,i,i,i,i,i,i
CCOc1ccccc1CN1CCN(Cc2ccc(C)o2)CC1CCO (stereo not drawn),-9,i,i,i,i,i,i,i,i,i,i
CCc1nc(SCc2ccc(C(=O)OC)o2)c2c(=O)n(C)c(=O)n(C)c2n1,-6,i,i,i,i,i,i,i,i,i,i
Cc1cc2c(cc1S(=O)(=O)N1CCN(c3ccc(Cl)cc3)CC1)OCCN2C,-11,i,i,i,i,i,i,i,i,i,i
Cc1c(C(=O)OCC(=O)N2CCCC2)cccc1[N+](=O)[O-],-1,i,i,i,i,i,i,i,i,i,i
CCc1ccccc1NC(=S)N1N=CCC1c1ccccc1 (stereo not drawn),-10,i,i,i,i,i,i,37*,i,i,i
COCC(=O)OCC(=O)c1cc(C)n(-c2ccc(Br)cc2)c1C,0,i,i,i,i,i,i,i,i,i,i
Cc1cc(C)n2c(SCc3ccccc3Cl)nnc2n1,-3,i,i,i,i,i,i,i,i,i,i
C=CCSc1ncccc1C(=O)NCc1ccc(C)cc1,0,i,i,i,i,i,i,i,i,i,i
CN1CCN(CC(=O)N2N=C(c3cccs3)CC2c2ccco2)CC1 (stereo not drawn),-6,i,i,i,i,i,i,i,i,i,i
COc1cccc(C(C)NC(=O)C2CCCC2)c1 (stereo not drawn),-7,i,i,i,i,i,i,i,i,i,i
C/C(Cl)=C\Cn1c(O)c(N=NC(N)=S)c2cc(Br)ccc21,26*,i,i,i,i,i,19*,i,i,i,i
CC(NC(=O)C1CC2CCCC(C1)C2=O)c1ccccc1 (stereo not drawn),-1,i,i,i,i,i,i,i,i,i,i
Cc1ccc(Nc2nc(NCC3CCCO3)nc(N)c2[N+](=O)[O-])cc1C (stereo not drawn),-9,i,i,i,i,i,i,i,i,i,i
CCN(CC)C(=O)c1sc(N2C(=O)Nc3ccccc3N2O)c(C(=O)OC)c1C,-7,i,i,i,i,i,i,i,i,i,i
COc1cc(CN2CCNC(=O)C2CC(=O)N2CCc3ccccc3C2)cc(OC)c1 (stereo not drawn),-13,i,i,i,i,i,i,i,i,i,i
O=C(NCC1(N2CCCCC2)CCCCC1)c1cccc(NS(=O)(=O)c2ccccc2)c1,-10,i,i,i,i,i,i,i,i,i,i
O=C(NCc1ccc(Cl)cc1)c1cc2ccccn2n1,-8,i,i,i,i,i,i,i,i,i,i
Cc1occc1-c1nnc(SCC(=O)NCCc2ccccc2)n1Cc1ccccc1,-13,i,i,i,i,i,i,i,i,i,i
CCCc1cc(=O)oc2cc(C)cc(OCC(=O)Nc3ccc(S(N)(=O)=O)cc3)c12,-4,i,i,i,i,i,i,i,i,i,i
COc1ccc(N(C)S(=O)(=O)c2cccc(C(=O)Nc3ccc(-n4cnnn4)cc3)c2)cc1,-3,i,i,i,i,i,i,i,i,i,i
CCN(C(=O)Cc1ccc(Br)cc1)C1CCCCC1,-13,i,i,i,i,i,i,i,i,i,i
CCC(CC)c1nnc(NC(=O)c2cc(C(=O)OC)cc([N+](=O)[O-])c2)s1,0,i,i,i,i,i,i,i,i,i,i
CCCNC(=S)N1CCC(C(=O)c2ccc(OC)cc2)CC1,-8,i,i,i,i,i,i,i,i,i,i
CN1CCN(c2ccccc2NC(=O)c2ccccc2F)CC1,-11,i,i,i,i,i,i,i,i,i,i
O=C1Cn2c(nc3ccccc32)-c2ccccc2N1,-5,i,i,i,i,i,i,i,i,i,i
CCOc1ccc(N(CC(=O)NC(C(C)C)C(C)C)S(=O)(=O)c2ccc(OC)c(OC)c2)cc1,-8,i,i,i,i,i,i,i,i,i,i
CCCCOc1ccc(N2C(=O)CC(NCCc3ccc(S(N)(=O)=O)cc3)C2=O)cc1 (stereo not drawn),-6,i,i,i,i,i,i,i,i,i,i
N#C/C(=C\c1ccccc1)C(=O)NC1CC1,-7,i,i,i,i,i,i,i,i,i,i
CC(=O)Nc1ccc(S(=O)(=O)N2CCC(c3nc4c(nnn4Cc4ccccc4Cl)c(=O)[nH]3)CC2)cc1,-8,i,i,i,i,i,i,i,i,i,i
CN1CCC(N(C)S(=O)(=O)c2ccc(NC(=O)COc3ccc(F)cc3)cc2)CC1,-12,i,i,i,i,i,i,i,i,i,i
O=S(=O)(Cc1ccc(Cl)cc1)Nc1ccc2c(c1)OCO2,-11,i,i,i,i,i,i,i,i,i,i
Cc1onc(-c2ccccc2Cl)c1C(=O)NCc1cccs1,-2,i,i,i,i,i,i,i,i,i,i
CC(C)NC(=O)C1CCN(C2CCN(Cc3cn[nH]c3-c3ccccc3)CC2)CC1,-3,i,i,i,i,i,i,i,i,i,i
Nc1nc(-c2ccc(-c3ccccc3)cc2)cs1,-10,i,i,i,i,i,i,i,i,i,i
CCOc1ccc(N2C(=O)C3Sc4[nH]c(=O)sc4C(c4ccc(OC)c(OC)c4)C3C2=O)cc1 (stereo not drawn),-12,i,i,i,i,i,i,i,i,i,i
COC(=O)C1=C(C)N(C)C(=O)/C1=C\c1ccco1,-3,i,i,i,i,i,i,i,i,i,i
COc1ccc(-c2cc(C(=O)Nc3ccc(S(=O)(=O)Nc4onc(C)c4C)cc3)c3ccccc3n2)cc1OC,-10,i,i,i,i,i,i,i,i,i,i
COc1ccc2oc(C(=O)N(Cc3ccco3)Cc3cccs3)c(C)c2c1,-17,9*,i,i,i,i,i,i,i,i,i
CCOc1ccc(C(=O)Nc2ccc(C(F)(F)F)n(C)c2=O)cc1,-14,i,i,i,i,i,i,i,i,i,i
O=[N+]([O-])c1ccc([C@H](O)[C@H](CO)N=Cc2ccccc2O)cc1,-4,i,i,i,i,i,i,i,i,i,i
N#C/C(=C/c1ccc(C(=O)O)cc1)C(=O)NCc1ccccc1,-11,i,i,i,i,i,i,i,i,i,i
Cc1ccccc1Cn1c(=O)n(CCCC(=O)NCc2ccco2)c(=O)c2ccccc21,-2,i,i,i,i,i,i,i,i,i,i
COc1cc(NC(=O)c2ccccc2)c(OC)cc1NC(=O)CSc1[nH]c(=O)cc(C)c1C#N,-7,i,i,i,i,i,i,i,i,i,i
CC(C)CNC(=O)c1cc2nc3c(c(C(F)(F)F)n2n1)CCc1ccccc1-3,1,i,i,i,i,-17*,i,i,i,i,i
CC(=O)Nc1cc(NC(C)=O)c(N=Nc2ccccc2)cc1C,-5,i,i,i,i,i,i,i,i,i,i
CC(C)Cc1ccc(/C=C/C(=O)N2CCCCC2)cc1,-9,i,i,i,i,-13*,i,i,i,i,-9.8*
O=C(NN1C(=O)/C(=C/c2cccnc2)SC1=S)C(c1ccccc1)c1ccccc1,-17,6*,i,i,i,i,i,i,i,i,i
CCc1ccc(OCCCC(=O)Nc2ccc(S(=O)(=O)Nc3cc(C)nc(C)n3)cc2)cc1,-5,i,i,i,i,i,i,i,i,i,i
O=C(NC(=S)NC1CCCc2ccccc21)c1ccc(F)cc1 (stereo not drawn),-8,i,i,i,i,i,9*,i,i,i,i
COc1ccc(N2CCN(C(=O)c3ccc(NC(=O)C4=CSCCO4)cc3)CC2)cc1,-13,i,i,i,i,i,i,i,i,i,i
CN(c1ccc(F)cc1)S(=O)(=O)c1ccc(Cl)c(C(=O)OCC(=O)NCc2ccco2)c1,-14,i,i,i,i,i,i,i,i,i,i
CN(Cc1nc(-c2ccccc2)no1)C(=O)c1ccco1,-10,i,i,i,i,i,i,i,i,i,i
CCCc1cc(C(=O)Nc2cc(OC)ccc2OC)cs1,-4,i,i,i,i,-10*,i,i,i,i,i
# (next part)
SMILES,hERG rescue,KCNQ1 inh,TMEM16A act,RGS4 pot,MrgX1 PAM,KCNK3 inh,KCNQ1 pot,MrgX1 agonist,TMEM16A inh,RGS4 block,KCNK9 block
Cc1ccc(N(CC(=O)NCc2ccc(F)cc2)S(=O)(=O)c2c(C)nn(C)c2C)cc1,-10,i,i,i,i,i,i,i,i,i,i
S=c1oc(-c2ccncc2)nn1CCc1ccncc1,-10,i,i,i,i,i,i,i,i,i,i
O=C(NCCc1cccc(F)c1)C1CCN(S(=O)(=O)c2ccccc2)CC1,-11,i,i,i,i,i,i,i,i,i,i
Oc1ccc(CN2CCCCC2)c2cccnc12,2,i,i,i,i,i,i,i,i,i,i
CCNC(=O)NC(C(=O)OC)C12CC3CC(CC(C3)C1)C2 (stereo not drawn),-8,i,i,i,i,i,i,i,i,i,i
C/C(Cl)=C\CNC(C)c1ccccc1 (stereo not drawn),-4,i,i,i,i,i,i,i,i,i,i
Cc1cc(C(=O)OCC(=O)NC(C)C)c2ccccc2n1,-13,i,i,i,i,i,i,i,i,i,i
COc1ccc2cc(C3(C)NC(=O)N(CC(=O)NCC(F)(F)F)C3=O)ccc2c1 (stereo not drawn),-5,i,.,i,i,i,i,i,i,i,i
COc1ccc(C2NC(=S)NC(C)=C2C(=O)N2CCOCC2)cc1 (stereo not drawn),-8,i,i,i,i,i,i,i,i,i,i

# Not a hit list, and some 6.3% of all compounds hit somewhere here.
